LYPLA1 inh: counter-screen for PME1 inhibitors: inhibitors of human LYPLA1; O75608; recombinant LYPLA1, FP-Rh probe fluorescence polarization; inhibition, % at 5.9 µM; hit rate 0.16% among 320,000;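 active means inhibition above the mean of all tested compounds plus 3 SD, set per campaign, cut at about 14% in these data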;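 further: inhibitors block serine hydrolase probe labeling of LYPLA1 so polarization falls; 0% = enzyme with DMSO and 100% = wells lacking LYPLA1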
PAD4 inh: PAD4 (human) enzyme inhibition; Q9UM07; recombinant PAD4, RCA probe fluorescence polarization; inhibition, % at 6.36 µM; hit rate 0.41% among 330,000;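 active means percent inhibition above a cutoff equal to the mean of all tested compounds plus 3 SD, cut at about 15% in these data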;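 further: 0% = PAD4 with RCA probe and DMSO and 100% = probe without PAD4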
PREPL inhibitor: human PREPL enzyme inhibition | inhibition, % at 5.96 µM | Q4J6C6 | AID 2751 | hit rate 0.68% among 320,000 | recombinant PREPL, fluorescence polarization activity-based probe; in the data active means inhibition above about 43%;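 further: 0% = enzyme with DMSO and 100% = wells lacking enzyme; many of its hits are not listed in these tables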
Target sequence (Q4J6C6 whole entry, looked up): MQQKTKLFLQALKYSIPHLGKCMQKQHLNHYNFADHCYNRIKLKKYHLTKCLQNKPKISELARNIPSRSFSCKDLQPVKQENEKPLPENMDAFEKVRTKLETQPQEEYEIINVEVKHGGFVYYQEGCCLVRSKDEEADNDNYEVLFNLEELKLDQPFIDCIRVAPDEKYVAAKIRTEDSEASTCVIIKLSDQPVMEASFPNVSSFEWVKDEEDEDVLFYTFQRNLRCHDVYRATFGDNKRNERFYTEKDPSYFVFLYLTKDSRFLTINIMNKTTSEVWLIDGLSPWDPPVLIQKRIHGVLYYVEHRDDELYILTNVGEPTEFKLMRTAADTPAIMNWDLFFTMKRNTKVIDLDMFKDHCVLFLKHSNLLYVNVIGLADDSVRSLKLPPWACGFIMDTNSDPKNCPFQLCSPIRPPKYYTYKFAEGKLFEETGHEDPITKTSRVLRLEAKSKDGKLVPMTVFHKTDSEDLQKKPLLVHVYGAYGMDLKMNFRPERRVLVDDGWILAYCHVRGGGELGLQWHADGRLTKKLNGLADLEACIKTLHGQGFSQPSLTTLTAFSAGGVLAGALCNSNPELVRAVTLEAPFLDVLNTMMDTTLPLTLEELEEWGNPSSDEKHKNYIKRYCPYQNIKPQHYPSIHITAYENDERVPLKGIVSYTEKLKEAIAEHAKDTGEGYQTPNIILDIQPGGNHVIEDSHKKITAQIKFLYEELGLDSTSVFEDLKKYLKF
pPAFAH FP inh: inhibitors of human plasma PAF acetylhydrolase (pPAFAH); recombinant pPAFAH, FP-rhodamine probe fluorescence polarization; inhibition, % at 3.39 µM; hit rate 1.5% among 330,000; AID 463082;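 active means inhibition above the mean inhibition across the screen plus 3 SD, cut at about 25% in these data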;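 further: inhibitors block binding of the rhodamine activity-based probe so polarization drops; 0% = enzyme with DMSO and 100% = wells lacking pPAFAH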
PAFAH2 FP inh: inhibitors of human PAFAH2; Q99487; recombinant PAFAH2, FP-rhodamine activity probe, fluorescence polarization; inhibition, % at 3.39 µM; hit rate 0.99% among 340,000;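 active means inhibition above the mean over all tested compounds plus 3 SD, cut at about 30% in these data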;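 further: inhibitors block probe labeling of enzyme so polarization drops; 0% = enzyme with DMSO and 100% = wells lacking PAFAH2 protein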
GSTO1 inh: counter-screen for RBBP9 inhibitors: inhibitors of human GSTO1 | P78417 | recombinant GSTO1, activity-based probe fluorescence polarization | inhibition, % at 5.96 µM | hit rate 1.1% among 300,000 | AID 1974;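 active means inhibition above the campaign mean inhibition plus 3 SD, cut at about 35% in these data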;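 further: 0% = GSTO1-1 with DMSO and 100% = wells lacking GSTO1-1 enzyme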
LYPLA2 counter: counter-screen for PME1 inhibitors: inhibitors of human LYPLA2; O95372; recombinant LYPLA2, FP-Rh probe fluorescence polarization; inhibition, % at 5.9 µM; hit rate 0.38% among 320,000; AID 2177;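 active means inhibition above the screen-wide mean plus 3 SD, limit set per campaign, cut at about 26% in these data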;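 further: 0% = LYPLA2 with DMSO and 100% = wells lacking LYPLA2 enzyme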
Target sequence (O95372 whole entry, looked up): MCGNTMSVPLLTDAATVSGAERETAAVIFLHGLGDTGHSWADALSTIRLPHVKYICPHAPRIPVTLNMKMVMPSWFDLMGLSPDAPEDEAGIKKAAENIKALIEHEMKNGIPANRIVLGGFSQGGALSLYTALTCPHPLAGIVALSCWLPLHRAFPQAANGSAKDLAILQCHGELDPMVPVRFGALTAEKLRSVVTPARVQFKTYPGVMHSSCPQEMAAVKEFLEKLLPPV
PAFAH1B2 FP inh: blocks human PAF acetylhydrolase 1b catalytic subunit 2 | recombinant PAFAH1B2, FP-rhodamine activity probe, fluorescence polarization | inhibition, % at 3.39 µM | AID 492953 | hit rate 1.2% among 340,000;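 active means inhibition above the mean of all tested compounds plus 3 SD, cut at about 24% in these data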;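 further: 0% = enzyme with DMSO and 100% = wells lacking PAFAH1B2; many of its hits are not listed in these tables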
PAFAH1B3 FP inh: blocks human PAF acetylhydrolase 1B catalytic subunit 3; hit rate 0.28% among 340,000; recombinant PAFAH1B3, FP-rhodamine probe, fluorescence polarization; inhibition, % at 3.39 µM; Q15102;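 active means inhibition above the screen-wide average of all tested compounds plus 3 SD, cut at about 25% in these data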;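 further: 0% = enzyme with DMSO only and 100% = wells lacking PAFAH1B3 protein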
* hit, by the source's call; nt = not tested or not shown. Some of the compounds tested; rates above refer to the full screens.

[1] O=C(Nc1ccc(F)cc1)C1CCCN(S(=O)(=O)c2ccc(-n3cnnn3)cc2)C1 (centres undefined)
[2] COC(=O)c1cccc(NC(=O)c2ccc3c(c2)C(=O)N(CC2CCCO2)C3=O)c1 (centres undefined)
[3] COc1ccc(C(=O)c2cc3c(cc2[N+](=O)[O-])OCCO3)cc1
[4] COc1nc(OCC#N)nc(N(C)C)n1
[5] Cc1cc(OCCOCCN2CCCC2)ccc1C(C)C
[6] COc1ccc(C(=O)c2c[nH]c(C(=O)N=CN(C)C)c2)cc1
[7] O=C(Cn1nnc(-c2ccc(N3CCOCC3)cc2)n1)OC1CCCCC1
[8] O=C(COc1ccc(Cl)cc1Br)Nc1cccc(S(=O)(=O)N2CCCC2)c1

screen / no.	1	2	3	4	5	6	7	8
LYPLA1 inh	-2	7	-5	-2	2	2	5	-15
PAD4 inh	-1	1	0	-5	4	5	-1	0
PREPL inhibitor	0	-5	-1	5	22	16	7	9
pPAFAH FP inh	0	3	-3	3	5	2	-1	4
PAFAH2 FP inh	3	4	2	1	3	4	-3	-10
GSTO1 inh	6	2	-1	2	7	9	1	nt
LYPLA2 counter	-7	10	10	9	6	10	2	-26
PAFAH1B2 FP inh	0	0	7	6	0	4	0	-1
PAFAH1B3 FP inh	-2	5	3	7	6	6	10	-3

[9] COc1ccc(-n2ncc3c(N4CCc5ccccc54)ncnc32)cc1
[10] Cc1cc(C)cc(NC(=O)N2CCCN(c3ncccc3[N+](=O)[O-])CC2)c1
[11] COc1ccc(/C=N/n2c(N)nc3ccccc32)cc1OC
[12] COc1cccc(C(=O)NCCS(=O)(=O)NCc2cccs2)c1
[13] CCCN1C(=O)c2ccccc2NC1c1ccc(C)cc1 (centres undefined)
[14] O=C(CN(Cc1ccccc1)C(=O)c1cccc([N+](=O)[O-])c1)Nc1c(Cl)cc(Cl)cc1Cl
[15] O=C(C[n+]1cccc(Br)c1)c1ccc(-c2ccccc2)cc1
[16] CC(C)[C@H](NC(=O)c1ccccc1F)C(=O)OCC(=O)NC1CC1

screen / no.	9	10	11	12	13	14	15	16
LYPLA1 inh	4	1	2	1	-1	0	-1	nt
PAD4 inh	5	5	-7	0	6	0	-4	-5
PREPL inhibitor	6	12	11	5	2	10	11	13
pPAFAH FP inh	6	6	2	0	5	3	8	-1
PAFAH2 FP inh	-13	4	1	1	9	-3	1	-1
GSTO1 inh	1	4	-25	1	4	4	9	nt
LYPLA2 counter	7	9	1	-5	2	-2	2	nt
PAFAH1B2 FP inh	2	6	2	-1	3	3	4	10
PAFAH1B3 FP inh	4	1	12	17	16	7	2	-1

[17] C=CCNC(=S)Nc1ccc2nc(C)c(C)nc2c1
[18] O=C(Oc1ccc2[nH]cc(CCN3C(=O)c4ccccc4C3=O)c2c1)c1ccco1
[19] O=C(CSc1ccc(-c2ccco2)nn1)N1CCCC1
[20] Cc1cccc(NC(=O)CSc2nnc(CCCCCNC(=O)OC(C)(C)C)o2)c1C
[21] CCn1c(COc2cccc(OC)c2)nnc1SCC(=O)N1CCOCC1
[22] CSCCC1NC(=O)N(CC(=O)Nc2ccc(N3CCCCC3)cc2)C1=O (centres undefined)
[23] Cn1c(SCC(=O)c2cc3ccccc3o2)nnc1-c1ccccc1
[24] COc1ccc2nc(C)cc(SCC(=O)N/N=C/c3ccc(O)cc3O)c2c1

screen / no.	17	18	19	20	21	22	23	24
LYPLA1 inh	2	-7	0	-5	2	-1	-7	-5
PAD4 inh	1	-2	-3	0	-2	1	-4	13
PREPL inhibitor	0	24	7	7	7	9	2	5
pPAFAH FP inh	-2	11	4	2	4	-2	5	2
PAFAH2 FP inh	1	5	-4	4	-4	-1	9	-1
GSTO1 inh	-7	-3	10	1	-2	2	11	-1
LYPLA2 counter	0	-12	-3	4	9	3	-18	-10
PAFAH1B2 FP inh	0	7	3	3	0	7	3	-1
PAFAH1B3 FP inh	1	5	11	-5	10	6	0	-1

Four entries out of the list, ordered by number of heavy atoms, rising:
[3] COc1ccc(C(=O)c2cc3c(cc2[N+](=O)[O-])OCCO3)cc1
[9] COc1ccc(-n2ncc3c(N4CCc5ccccc54)ncnc32)cc1
[22] CSCCC1NC(=O)N(CC(=O)Nc2ccc(N3CCCCC3)cc2)C1=O (centres undefined)
[18] O=C(Oc1ccc2[nH]cc(CCN3C(=O)c4ccccc4C3=O)c2c1)c1ccco1

screen / no.	3	9	22	18
LYPLA1 inh	-5	4	-1	-7
PAD4 inh	0	5	1	-2
PREPL inhibitor	-1	6	9	24
pPAFAH FP inh	-3	6	-2	11
PAFAH2 FP inh	2	-13	-1	5
GSTO1 inh	-1	1	2	-3
LYPLA2 counter	10	7	3	-12
PAFAH1B2 FP inh	7	2	7	7
PAFAH1B3 FP inh	3	4	6	5

(more compounds)
nr | canonical_smiles | LYPLA1 inh | PAD4 inh | PREPL inhibitor | pPAFAH FP inh | PAFAH2 FP inh | GSTO1 inh | LYPLA2 counter | PAFAH1B2 FP inh | PAFAH1B3 FP inh
25 | COC(=O)c1ccccc1NC=C1C(=O)OC2(CCCCC2)OC1=O | -2 | -2 | 7 | -4 | 8 | -11 | -2 | 7 | 12
26 | CC(=O)N1c2ccc(S(=O)(=O)N3CCCC(C(=O)NCc4ccccc4Cl)C3)cc2CC1C (centres undefined) | -2 | 4 | 8 | 1 | 7 | -2 | -1 | 9 | -1
27 | O=C(Nc1nc(-c2nc3ccccc3s2)cs1)c1ccc(S(=O)(=O)N2CCOCC2)cc1 | -32 | -15 | -79 | 7 | 2 | 1 | 0 | -3 | -5
28 | Cc1cccc(N2CCN(S(=O)(=O)c3ccc4c(c3)NC(=O)CS4)CC2)c1C | -13 | 4 | -1 | 0 | -9 | 13 | -16 | -5 | 1
29 | Cc1cc(C)c2c(n1)SCC(=O)N2CC(=O)NCCC1=CCCCC1 | -2 | -1 | -4 | 1 | 1 | 1 | -4 | 3 | -2
30 | O=C(/C=C/c1ccc([N+](=O)[O-])cc1)OCc1cnc(-c2ccccc2)o1 | -2 | -6 | 6 | 5 | 2 | 5 | -8 | 3 | 11
31 | CC(O)(CS(=O)(=O)Cc1ccccc1)c1ccccc1Cl (centres undefined) | 2 | -9 | 11 | 1 | -3 | -3 | -10 | 7 | 0
32 | O=C(CCC1CCCC1)NNC(=O)c1ccccc1O | 1 | -55 | -4 | 2 | 24 | 13 | 6 | 19 | 11
33 | CN(Cc1ccccc1)C(=O)CCNC(=O)Cn1cnc2ccccc2c1=O | 3 | -4 | 10 | -1 | -7 | -2 | 4 | -1 | 5
34 | Cc1ccc(-c2noc(=O)n2CC(=O)Nc2ccc(S(=O)(=O)NC3CC3)cc2)cc1 | -5 | 0 | -21 | 1 | 8 | -1 | 1 | 2 | -1
35 | COc1ccc(NC(=S)NC(=O)C2CCC2)cc1 | 3 | -1 | -1 | -5 | -11 | 3 | 2 | -2 | -1
36 | CCOC(=O)/C(C#N)=C/N=c1ccc(C)cn1C | 2 | -1 | 15 | -1 | 3 | 1 | -3 | 8 | 10
37 | CC(C)Cc1nnc(NC(=O)c2cc3c(s2)CCC3)s1 | -2 | 3 | -4 | 5 | -1 | 6 | -1 | 2 | 0
38 | O=C(OC1CCOC1=O)C1CCN(S(=O)(=O)c2ccccc2)CC1 (centres undefined) | -1 | 2 | 1 | 4 | -12 | nt | -6 | 4 | 5
39 | CS(=O)(=O)N1N=C(c2ccco2)CC1c1ccccc1 (centres undefined) | 0 | -4 | -1 | 8 | 0 | -3 | -1 | 8 | 5
40 | Cc1ccc(S(=O)(=O)N2CCC(C(=O)NCCCOC(C)C)CC2)cc1 | 2 | -2 | -6 | 3 | -3 | 8 | 1 | 2 | 0
41 | CCN1CCN(CC(=O)Nc2cc(S(=O)(=O)N3CCCCC3)ccc2Cl)CC1 | nt | -5 | 22 | -7 | 4 | nt | nt | 5 | 3
42 | COC(=O)CN1C(=O)COc2ccc(S(=O)(=O)NCc3ccc(Cl)cc3)cc21 | -3 | 4 | -4 | -1 | 2 | 4 | 3 | 19 | -11
43 | CC(=O)c1nnn(-c2ccc([N+](=O)[O-])cc2)c1C | 3 | 2 | 3 | 2 | -2 | 1 | 3 | 3 | 5
44 | CC1(C)CC2CC(C)(CN2S(=O)(=O)c2ccccc2[N+](=O)[O-])C1 (centres undefined) | nt | 2 | 8 | 2 | 4 | nt | nt | 12 | 6
45 | N#CC1=C(N)Oc2n[nH]c(-c3cccs3)c2C1C1CCCCC1 (centres undefined) | -6 | -3 | -8 | 3 | 8 | 3 | 2 | 13 | 0
46 | COc1cccc(C(=O)NC2CCN(CC(=O)Nc3ccccc3Cl)CC2)c1 | -1 | 7 | 8 | 4 | 10 | 7 | 7 | 3 | 1
47 | COc1ccc(CC(=O)NC(C)CCc2ccccc2)cc1OC (centres undefined) | 0 | -3 | -6 | 5 | -6 | -1 | 1 | 1 | 14
48 | Cc1cc(C(=O)NC2CCCc3c2cnn3-c2ccc(C(C)(C)C)cc2)nn1C (centres undefined) | 0 | 0 | -2 | 3 | -1 | 5 | 3 | 4 | 6
49 | CSc1cccc(N2CC(C(=O)N3CCN(S(=O)(=O)c4ccccc4Cl)CC3)CC2=O)c1 (centres undefined) | nt | 3 | 16 | -2 | -3 | nt | nt | 4 | 5

(list continues)
nr | canonical_smiles | LYPLA1 inh | PAD4 inh | PREPL inhibitor | pPAFAH FP inh | PAFAH2 FP inh | GSTO1 inh | LYPLA2 counter | PAFAH1B2 FP inh | PAFAH1B3 FP inh
50 | Cc1cccc(/C=N/n2c(C)cc(C)c(C#N)c2=O)c1 | 4 | -4 | 1 | 2 | 2 | -2 | 4 | 7 | 13
51 | CC(=O)NC(CC(=O)N1CCCC1)c1ccccc1 (centres undefined) | 1 | -2 | 13 | -5 | -6 | 4 | -7 | 0 | 2
52 | COc1ccc(S(=O)(=O)NC2CC3CCC2C3)cc1 (centres undefined) | -3 | 0 | -5 | 3 | 0 | 4 | -1 | 10 | 4
53 | COc1ccc(S(=O)(=O)N2CCN(C(=O)C3CC3)CC2)cc1Br | 3 | -5 | 7 | -5 | 0 | nt | 2 | 2 | 6
54 | CC(=O)CSc1nnc(-c2ccc(S(=O)(=O)N3CCCC3)cc2)n1C | 1 | 7 | 9 | -4 | -2 | 6 | 1 | 6 | 5

Excerpt, compounds 52–54
nr | canonical_smiles | LYPLA1 inh | PAD4 inh | PREPL inhibitor | pPAFAH FP inh | PAFAH2 FP inh | GSTO1 inh | LYPLA2 counter | PAFAH1B2 FP inh | PAFAH1B3 FP inh
52 | COc1ccc(S(=O)(=O)NC2CC3CCC2C3)cc1 (centres undefined) | -3 | 0 | -5 | 3 | 0 | 4 | -1 | 10 | 4
53 | COc1ccc(S(=O)(=O)N2CCN(C(=O)C3CC3)CC2)cc1Br | 3 | -5 | 7 | -5 | 0 | nt | 2 | 2 | 6
54 | CC(=O)CSc1nnc(-c2ccc(S(=O)(=O)N3CCCC3)cc2)n1C | 1 | 7 | 9 | -4 | -2 | 6 | 1 | 6 | 5
